Assay outcomes: PubChem BioAssay, National Center for Advancing Translational Sciences (NCATS)
RXFP1 antagonist: RXFP1 (human) relaxin receptor antagonism. activity change, negative = inhibition, % at 57.5 µM. Q9HBX9. HEK293-RXFP1, relaxin-stimulated cAMP HTRF, 30 min; hits give low values. AID 1259400. 350,000 compounds, 0.59% hits;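 active means activity change of -60% or lower, but not beyond a set lower limit; inconclusive means change between -60% and -40%, or beyond the set limit; inactive means change above -40%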
Numbers without * were called inactive; ? = inconclusive. On the % scale 0 is the no-effect control and ±100 the full control effect. Some of the compounds tested. The share of hits here may be higher or lower than overall.

1	N/C(=N\N=C\c1ccc(Cl)cc1)N/N=C/c1ccc(Cl)cc1
  RXFP1 antagonist = -32.3
2	O=S(=O)(O)c1ccc2nc(-c3ccccc3)[nH]c2c1
  RXFP1 antagonist = 12.5
3	CCCOC(=O)c1ccccc1
  RXFP1 antagonist = -7.3
4	O=C(Nc1ccc(Cl)cc1)Nc1ccc(Cl)c(C(F)(F)F)c1
  RXFP1 antagonist = -92.5*
5	Cc1ccccc1N=Nc1ccc(N=Nc2c(O)ccc3ccccc23)c(C)c1
  RXFP1 antagonist = 3.9
6	CC(NC(CCc1ccccc1)C(=O)O)C(=O)N1C(=O)N(C)CC1C(=O)O (stereo unspecified)
  RXFP1 antagonist = 6.7
7	O=C(O)CN1C(=O)c2cccc3cccc(c23)C1=O
  RXFP1 antagonist = 7.3
8	OC1(c2ccc(Cl)c(C(F)(F)F)c2)CCN(CCCC(c2ccc(F)cc2)c2ccc(F)cc2)CC1
  RXFP1 antagonist = ?
9	CC(=O)c1ccc(OCC(=O)N2CCCCC2)cc1
  RXFP1 antagonist = -6.7
10	O=C(CCCl)NCCc1ccccc1
  RXFP1 antagonist = -8.9
11	CCN(CC)C(=O)Nc1ccc(OCC(O)CNC(C)(C)C)c(C(C)=O)c1 (stereo unspecified)
  RXFP1 antagonist = -10.5
12	CCCSS/C(CCO)=C(\C)N(C=O)Cc1cnc(C)nc1N
  RXFP1 antagonist = 9.1
13	CCCOc1ccccc1-c1nc2n[nH]nc2c(=O)[nH]1
  RXFP1 antagonist = -26.6
14	CC(Oc1c(Cl)cccc1Cl)C1=NCCN1 (stereo unspecified)
  RXFP1 antagonist = -13.7
15	CN(C)CCN(Cc1ccsc1)c1ccccn1
  RXFP1 antagonist = 3.3
16	COc1cc(Nc2c(C#N)cnc3cc(OCCCN4CCN(C)CC4)c(OC)cc23)c(Cl)cc1Cl
  RXFP1 antagonist = -12.8
17	Fc1ccc(C(c2ccc(F)cc2)N2CCNCC2)cc1
  RXFP1 antagonist = -16.3
18	C/C(=N\O)[C@@H](C)NCC(C)(C)CN[C@H](C)/C(C)=N/O
  RXFP1 antagonist = 35.8
19	CCCCCCCC/C=C\CCCCCCCCN
  RXFP1 antagonist = -2.2
20	COC(=O)c1cccnc1
  RXFP1 antagonist = -6.3
21	COc1cccc(CCc2ccccc2OCC(CN(C)C)OC(=O)CCC(=O)O)c1 (stereo unspecified)
  RXFP1 antagonist = -15.3
22	O=C(Cn1ccnc1[N+](=O)[O-])NCCO
  RXFP1 antagonist = -2.8
23	NS(=O)(=O)c1cc(C(=O)NN2C[C@H]3[C@H]4CCC(C4)[C@H]3C2)ccc1Cl
  RXFP1 antagonist = -7.0
24	NC(=O)n1c(O)c(C(=O)c2cccs2)c2cc(Cl)ccc21
  RXFP1 antagonist = -22.7
25	CCNC(=O)/C=C/c1cccc(Br)c1
  RXFP1 antagonist = -24.6

6 consecutive compounds out of the list so far, quoted:
20	COC(=O)c1cccnc1
  RXFP1 antagonist = -6.3
21	COc1cccc(CCc2ccccc2OCC(CN(C)C)OC(=O)CCC(=O)O)c1 (stereo unspecified)
  RXFP1 antagonist = -15.3
22	O=C(Cn1ccnc1[N+](=O)[O-])NCCO
  RXFP1 antagonist = -2.8
23	NS(=O)(=O)c1cc(C(=O)NN2C[C@H]3[C@H]4CCC(C4)[C@H]3C2)ccc1Cl
  RXFP1 antagonist = -7.0
24	NC(=O)n1c(O)c(C(=O)c2cccs2)c2cc(Cl)ccc21
  RXFP1 antagonist = -22.7
25	CCNC(=O)/C=C/c1cccc(Br)c1
  RXFP1 antagonist = -24.6

(list continues)
26	O=C1NC(=O)[C@@]2(CCOc3ccc(F)cc32)N1
  RXFP1 antagonist = 20.1
27	CCCc1ccc(OCC(=O)N2CCN(C(=O)COc3ccc(CCC)cc3OC)CC2)c(OC)c1
  RXFP1 antagonist = -8.8
28	CC(=O)NCCCCCC(=O)O
  RXFP1 antagonist = 7.0
29	C#C[C@]1(OC(C)=O)CC[C@H]2[C@@H]3CCC4=C/C(=N/O)CC[C@@H]4[C@H]3CC[C@@]21CC
  RXFP1 antagonist = -32.2
30	CC1=C(C(=O)O)N2C(=O)[C@@H](NC(=O)[C@H](N)c3ccc(O)cc3)[C@H]2SC1
  RXFP1 antagonist = -15.1
31	CCN(CC)CCOc1ccccc1C(=O)CCc1ccccc1
  RXFP1 antagonist = -8.8
32	CCOC(=O)[C@H](CCc1ccccc1)N[C@@H](C)C(=O)N(CC(=O)O)C1Cc2ccccc2C1
  RXFP1 antagonist = -4.6
33	COc1nc(C)nc(Cl)c1NC1=NCCN1
  RXFP1 antagonist = -9.7
34	O=C(O)c1cn(C2CC2)c2cc(Cl)c(F)cc2c1=O
  RXFP1 antagonist = -12.7
35	CCOC(=O)c1cccc(N)c1
  RXFP1 antagonist = -3.6
36	COC(=O)c1cc(Cl)c(NC(C)=O)cc1OC
  RXFP1 antagonist = -14.6
37	CC(C)(C)NCC(O)COc1ccccc1OCC1CCCO1 (stereo unspecified)
  RXFP1 antagonist = -7.5

Five records picked at random from those above:
29	C#C[C@]1(OC(C)=O)CC[C@H]2[C@@H]3CCC4=C/C(=N/O)CC[C@@H]4[C@H]3CC[C@@]21CC
  RXFP1 antagonist = -32.2
35	CCOC(=O)c1cccc(N)c1
  RXFP1 antagonist = -3.6
28	CC(=O)NCCCCCC(=O)O
  RXFP1 antagonist = 7.0
31	CCN(CC)CCOc1ccccc1C(=O)CCc1ccccc1
  RXFP1 antagonist = -8.8
26	O=C1NC(=O)[C@@]2(CCOc3ccc(F)cc32)N1
  RXFP1 antagonist = 20.1
